Mdm2 MdmX PPI: human Mdm2/MdmX binding inhibition | SaOS-2 split-luciferase Mdm2/MdmX complementation, luminescence | 330,000 tested, 3% active | AID 485346 | inhibition, % at 8 µM;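 active = inhibition of at least 50% at 8 µM in the primary screen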
Target sequence (O15151 whole entry, looked up): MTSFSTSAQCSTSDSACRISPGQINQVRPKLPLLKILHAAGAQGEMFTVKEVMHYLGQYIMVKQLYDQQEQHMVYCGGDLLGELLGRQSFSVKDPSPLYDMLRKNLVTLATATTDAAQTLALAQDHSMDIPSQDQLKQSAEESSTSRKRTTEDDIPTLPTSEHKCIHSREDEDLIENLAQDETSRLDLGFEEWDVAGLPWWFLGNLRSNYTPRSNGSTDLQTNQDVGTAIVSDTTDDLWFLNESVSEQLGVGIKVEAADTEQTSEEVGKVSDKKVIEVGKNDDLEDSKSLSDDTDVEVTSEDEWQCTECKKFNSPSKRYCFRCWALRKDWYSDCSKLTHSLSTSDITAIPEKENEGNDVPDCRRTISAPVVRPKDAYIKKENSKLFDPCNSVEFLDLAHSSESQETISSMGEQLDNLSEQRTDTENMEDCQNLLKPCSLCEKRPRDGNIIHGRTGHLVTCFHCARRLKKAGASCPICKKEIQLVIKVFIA
Target sequence (Q00987 whole entry, looked up): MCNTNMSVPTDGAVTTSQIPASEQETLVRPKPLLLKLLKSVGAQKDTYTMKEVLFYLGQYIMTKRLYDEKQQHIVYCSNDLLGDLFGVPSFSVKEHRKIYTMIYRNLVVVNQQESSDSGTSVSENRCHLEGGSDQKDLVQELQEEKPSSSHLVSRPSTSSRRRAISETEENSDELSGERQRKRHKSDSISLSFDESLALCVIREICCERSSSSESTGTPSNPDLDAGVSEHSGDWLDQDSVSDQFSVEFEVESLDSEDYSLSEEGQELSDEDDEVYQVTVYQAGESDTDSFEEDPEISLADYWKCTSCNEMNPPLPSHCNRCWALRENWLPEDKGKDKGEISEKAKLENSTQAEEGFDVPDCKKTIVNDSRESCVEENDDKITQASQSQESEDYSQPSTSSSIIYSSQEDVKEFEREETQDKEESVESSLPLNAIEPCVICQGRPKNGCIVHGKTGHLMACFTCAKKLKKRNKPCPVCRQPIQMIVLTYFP
697 NFkB inh: inhibitors of the PMA/ionomycin-induced NF-kB reporter in 697 B cells; 697 B-cell NF-kB luciferase reporter, 16 h; inhibition, % at 4 µM; 330,000 tested, 0.33% active; AID 435022; in the data active = inhibition above about 35%
Jurkat NFkB inh: lowers PMA/ionomycin-induced NF-kB signal in Jurkat cells | inhibition, % at 4 µM | PMA/ionomycin-induced NF-kB luciferase reporter, luminescence | 330,000 tested, 0.53% active | AID 435003; in the data active = inhibition above about 50%
CXCR6 inh: blocks human CXCR6 beta-arrestin recruitment; O00574; CHO-K1 PathHunter CXCR6 beta-arrestin, luminescence; inhibition, % at 20 µM; 360,000 tested, 0.36% active; in the data active = inhibition above about 34%, passing the limit was not always enough;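 note: antagonist mode with CXCL16 agonist at 10 nM final; 0% = 10 nM CXCL16 with DMSO and 100% = unstimulated wells without agonist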
Gli-Sufu block: blocks Gli-Sufu signaling in a luciferase reporter | Sufu-KO-LIGHT fibroblasts, Gli luciferase reporter luminescence | inhibition, % at 5 µM | 340,000 tested, 0.74% active | AID 588413;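 active = inhibition above about 55%, limit read from the data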;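 note: 0% = DMSO-treated cells and 100% = wells with medium but no cells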
EBI2 block: EBI2 (human) antagonism; EBI2 beta-arrestin recruitment, luminescence, 7a,25-OHC stimulated; inhibition, % at 5 µM; AID 651636; 360,000 tested, 0.81% active; P32249; in the data active = inhibition above about 38%;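 note: enzyme fragment complementation signal reports receptor beta-arrestin coupling in cells; 0% = agonist plus DMSO wells and 100% = wells without agonist; some results beyond the cut were filed as inactive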
CHOP UPR activ: activators of apoptotic arm of unfolded protein response (CHOP). AID 449763. 330,000 tested, 0.34% active. CHO-CHOP luciferase reporter, UPR activation, luminescence; percent of tunicamycin response over DMSO baseline. activation, % at 10 µM;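 active = at 10 µM dose, activation of 40% or more, normalized to positive control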;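 note: 100% = tunicamycin at 10 µg/mL and 0% = DMSO alone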
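System: CHO CHOP reporter cells. Amount: 500 cells per well. Buffer or medium: F12 medium, 10% FBS. Compound dosing: one dose, 10 µM in 0.5% DMSO. Incubation: 6 h compound exposure at 37 °C after overnight seeding. Technique: Steady-Glo luciferase luminescence. Benchmarks: tunicamycin and DMSO controls.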
CCR6 antag: antagonists of human CCR6 receptor. P51684. inhibition, % at 20 µM. 340,000 tested, 0.49% active. CHO-K1 CCR6 PathHunter beta-arrestin, luminescence, CCL20-stimulated;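 active = compounds whose inhibition of the agonist-driven luminescence signal at 20 µM reaches about 50%, limit read from the data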;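 note: cells stimulated with CCL20 at 14 nM final; plate controls were DMSO with CCL20 for no effect and DMSO without agonist for full effect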
UPR XBP1 act: adaptive UPR (XBP1) activation. CHO-XBP1 luciferase reporter, IRE1-XBP1 UPR activation, luminescence; percent of tunicamycin response, DMSO as zero. activation, % at 20 µM. 330,000 tested, 0.33% active;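 active = versus positive control, 20 µM dose yields 30% or more activation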;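 note: 100% = tunicamycin at 10 µg/mL and 0% = DMSO only wells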
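Material: CHO-XBP1 cells stably carrying IRE1-XBP1-driven luciferase reporter / Amount: 1000 cells per well / Compound: 20 µM, 1% DMSO / Times: 6 h treatment, 37 °C / Detection: luciferase luminescence / Measure: % activation of reporter signal versus tunicamycin and DMSO controls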
The depositor's hits bear a star; x = not tested or not shown.

canonical_smiles	Mdm2 MdmX PPI	697 NFkB inh	Jurkat NFkB inh	CXCR6 inh	Gli-Sufu block	EBI2 block	CHOP UPR activ	CCR6 antag	UPR XBP1 act
CC1(C)CC(NC(=S)NC(=O)c2cc(Br)ccc2Cl)CC(C)(C)N1	14	11	3	8	16	5	-0.5	0	0
CCc1ccc(C(=O)NNc2cc(Cl)ccc2Cl)cc1	21	12	20	-13	40	3	-1.5	3	0
CN(C)C(=O)c1cn(-c2ccccc2)c(=O)c2ccccc12	10	-6	-3	-8	4	5	-1.0	1	-1
CCc1nnc(NC(=O)c2ccc(COc3ccccc3)o2)s1	9	18	7	6	2	0	-1.3	7	-6
O=C(NCc1cccs1)c1ccc(N2CCCC2=O)cc1	-10	-30	-18	6	-10	8	3.4	10	-1
COc1ccc(C2(CNC(=O)c3cc(OC)c(OC)c(OC)c3)CCCC2)cc1OC	x	x	x	-3	20	4	x	1	x
CS(=O)(=O)c1ccc(CNC(=O)[C@]2(C(F)(F)F)C[C@H](CCc3ccccc3)CCCO2)cc1	23	-17	-3	-2	13	7	1.9	20	0
CN(C)S(=O)(=O)c1ccc2nc(NC(=O)c3cccs3)sc2c1	-130	-172	-89	3	-110	-13	4.3	10	4
COc1ccc(N(CC(=O)NCC(C)C)S(=O)(=O)c2ccccc2)cc1	-23	20	-9	8	-1	-1	-0.6	9	-2
CCc1ccc2[nH]c(=O)c(CN(CCN(C)C)C(=O)Nc3ccccc3)cc2c1	19	7	0	1	11	-10	1.0	13	-5
CC(=Nc1ccccc1C(F)(F)F)c1ccncc1	-32	4	5	5	9	4	-1.3	1	-4
Cc1nn(Cc2ccccc2)c2c1C(c1ccncc1)C(C#N)=C(N)O2 (configuration not stated)	9	3	8	x	-3	x	-2.0	10	-2
Cc1ccccc1NC(=O)c1cc(=O)c2ccccc2o1	26	7	1	-2	1	1	-0.6	13	1
Cc1cccc(OCC(=O)Nc2ccc(C(=O)O)cc2NC(=O)COc2cccc(C)c2)c1	7	-21	-5	0	1	-13	2.1	6	-5
O=C(NCC1COc2ccccc2O1)c1ccc(NC(=O)C2CCCO2)cc1 (configuration not stated)	4	7	-11	5	-6	1	1.0	-9	-1
S=C(Nc1ccc(Oc2ccccc2)cc1)N1CCOCC1	5	-2	-14	-6	15	-8	2.3	13	13
COc1ccc(C)cc1NC(=O)CSc1nnc2ccc(-c3cccnc3)nn12	15	10	3	-3	0	-1	0.4	5	-1
COc1ccc(OC)c(S(=O)(=O)NCc2ccccc2)c1	-6	0	7	-2	5	3	-0.5	-8	-1
Cc1cc(C)c(NC(=O)CNC(=O)COC(=O)Cc2ccccc2C)c(C)c1	-27	-17	-13	2	-10	-11	-0.7	-5	2
CCC(C)N(C(=O)COC(=O)c1nc2nc(C)cc(C)n2n1)C1CCS(=O)(=O)C1 (configuration not stated)	15	-4	0	7	-7	8	0.3	7	-1
N#CC1(c2ccccc2)CCC(=O)N1Cc1ccccc1 (configuration not stated)	-7	-3	0	3	39	-1	0.4	4	-2
O=C(Nc1ccccc1)OCC1COC(c2ccccc2)(c2ccccc2)O1 (configuration not stated)	x	x	x	11	3	4	x	17	x
O=C(Nc1cccc(Cl)c1)OCCOC(=O)Nc1cccc(Cl)c1	x	x	x	-8	6	9	x	10	x
C[n+]1cc(-c2ccccc2)oc1-c1ccccc1	-21	4	-10	9	12	4	4.7	-3	6
CCOc1ccc(CCNC(=O)COC(=O)c2cccnc2Cl)cc1OCC	24	12	6	-6	4	-3	-0.5	18	-1
c1cc(CNCCCN2CCOCC2)ccn1	-4	0	8	3	11	-7	-1.0	-4	0
O=C(COC(=O)/C=C/c1ccc(F)cc1)NC1CCCC1	-2	8	14	-6	3	-3	0.5	-1	1
Cc1ccc(CNC(=O)C2CCCN(S(=O)(=O)c3c(C)noc3/C=C/N(C)C)C2)cc1 (configuration not stated)	-17	14	4	12	14	3	1.2	0	-4
COc1cc(C2CC(=O)Nc3cc(C)c(C)cc32)cc(OC)c1OC (configuration not stated)	38	-8	33	0	-5	-3	-1.3	7	1
O=C(NC(=S)NC1CCCc2ccccc21)c1ccco1 (configuration not stated)	-2	-18	0	0	10	5	0.0	14	-5
O=C(COC(=O)CCC(=O)c1ccccc1)NCCc1ccccc1	10	11	-11	4	-12	1	-0.5	7	-3
C=CCCC(=O)N1CCCC(C(=O)c2cccc(OC)c2)C1 (configuration not stated)	19	-23	-9	2	0	1	0.4	12	-3
COc1ccc(CN(C)S(=O)(=O)c2nnc(NC(=O)c3cccc(F)c3)s2)cc1OC	24	1	12	-1	-33	-6	0.1	1	-1
COc1ccc2cc(C(=O)C3CCCN(C(=O)C4=NN(C)C(=O)CC4)C3)ccc2c1 (configuration not stated)	-8	-9	1	-9	-19	4	4.3	6	-1
CCOc1c2ccc(C(=O)NC3CCCc4ccccc43)cc2nn1C (configuration not stated)	16	29	0	0	-1	-10	1.1	14	-1
Cc1ccc(/C=C/C(=O)NCc2cccs2)c(C)c1	-31	-32	-82	-6	-10	39	5.1	15	3
O=C(CCCN1C(=O)c2ccccc2C1=O)Nc1nc2ccccc2[nH]1	20	21	7	-4	10	-13	0.6	2	1
CCc1cccc(N(C(=O)c2csnn2)C(C(=O)NC2CCCCC2)c2ccncc2)c1 (configuration not stated)	-12	6	4	1	-13	-7	0.1	8	-2
CCCCN(CC(=O)Nc1cccc(S(=O)(=O)N2CCCC2)c1)Cc1nc2ccccc2c(=O)[nH]1	15	0	14	-18	20	1	0.6	11	1
CC1(c2ccc(Cl)cc2)NC(=O)N(CC(=O)c2ccc3c(c2)OCO3)C1=O (configuration not stated)	-2	10	2	-10	-5	-7	0.8	-14	-2
C=C[C@@H]1c2cccc(C)c2N(S(=O)(=O)c2ccc(C)cc2)[C@H](c2ccc(OC(C)=O)cc2)C1(C#N)C#N	51*	16	12	7	4	15	2.0	8	1
Cc1nnc(-c2ccccc2)nc1N(C)C	9	2	11	3	-4	-6	1.0	12	-4
O=C(COC(=O)CNS(=O)(=O)c1ccccc1)Nc1ncc(Cl)cc1Cl	11	12	26	-8	-22	-5	0.2	1	-2
CC1CCCCN1C(=O)CSc1nc(N)cc(=O)[nH]1 (configuration not stated)	-5	10	9	1	11	3	-1.9	11	-2
CC(C)(C)c1ccc(Cn2cnc(-c3ccc([N+](=O)[O-])cc3)c2)cc1	-44	-34	-42	4	-20	51*	6.6	14	5
COc1ccc(-c2nc(-c3ccccc3)nc(Cl)c2C#N)cc1	-1	17	6	-1	-9	-1	81*	8	72*
COc1cc(NC(=O)CN(C)S(=O)(=O)c2ccc(C)cc2)cc(OC)c1	10	3	2	0	8	8	-0.2	-5	0
CCN(CC)C(=O)c1cc(-c2ccccc2OC)on1	1	-24	-34	16	-18	-9	3.1	4	2
CN(Cc1ccccc1)C(=O)c1cccc(NC(=O)Cc2cccc(NC(=O)C3CCN(C(=O)c4ccccc4)CC3)c2)c1	x	x	x	1	6	3	x	-1	x
Cc1ccc(NC(=S)NNc2ccc([N+](=O)[O-])cc2S(=O)(=O)Nc2ccccc2C(=O)O)cc1C	x	x	x	33	-6	2	x	68*	x

Reprinted at random: 3 entries already listed, in no set order.
canonical_smiles	Mdm2 MdmX PPI	697 NFkB inh	Jurkat NFkB inh	CXCR6 inh	Gli-Sufu block	EBI2 block	CHOP UPR activ	CCR6 antag	UPR XBP1 act
CCN(CC)C(=O)c1cc(-c2ccccc2OC)on1	1	-24	-34	16	-18	-9	3.1	4	2
CCc1ccc(C(=O)NNc2cc(Cl)ccc2Cl)cc1	21	12	20	-13	40	3	-1.5	3	0
COc1ccc(C2(CNC(=O)c3cc(OC)c(OC)c(OC)c3)CCCC2)cc1OC	x	x	x	-3	20	4	x	1	x

(continued)
canonical_smiles	Mdm2 MdmX PPI	697 NFkB inh	Jurkat NFkB inh	CXCR6 inh	Gli-Sufu block	EBI2 block	CHOP UPR activ	CCR6 antag	UPR XBP1 act
COc1ccc(CCN(Cc2cc3cc(C)c(C)cc3nc2Cl)C(=O)C2CC2)cc1	10	-23	-8	5	0	10	-1.1	16	-5
CCOC(=O)c1cncc(C#CCOC(=O)Nc2ccc(OC(F)(F)F)cc2)c1	15	-3	-11	-7	5	0	1.2	16	-5
O=C1CCCc2oc3c(cc(NS(=O)(=O)c4ccc5c6c(cccc46)C(=O)N5)c4ccccc43)c21	42	22	14	10	-5	-12	-1.4	10	3
O=C1C=C(c2ccccc2)OC(c2ccccc2)O1 (configuration not stated)	-4	19	-7	2	34	2	1.7	8	-2
CCC(=O)c1ccc(OCc2ccc(C#N)cc2)cc1	-21	-87	-30	2	-28	-3	2.1	9	0
COc1cccc(C(=O)CSc2nnc(COc3cccc4cccnc34)o2)c1	5	6	12	-7	3	6	-3.3	1	-2
COc1cccc(N(C(=O)Cn2nnc(-c3cccs3)n2)C(C(=O)NC(C)C)c2ccc(C)o2)c1 (configuration not stated)	28	15	18	0	14	1	-3.1	-16	-3
COc1ccc(C(=O)NCc2nnc(SCC(=O)NCc3ccco3)o2)cc1	-15	-9	-2	-3	0	7	-1.2	1	-4
COc1ccc(CN(C(=O)c2oc3ccccc3c2C)C2CCS(=O)(=O)C2)cc1OC (configuration not stated)	18	2	-3	0	1	5	-2.6	7	0
COc1ccc(/C=N/n2c(-c3ccc(C)cc3)n[nH]c2=S)cc1OC	-8	-4	-13	8	5	0	-0.2	1	9

Bioassay records: PubChem, Sanford-Burnham Center for Chemical Genomics
